Assay outcomes as filed in PubChem.
TRHR ag: qHTS for Small Molecule Agonists and Allosteric Enhancers of Human TRH Receptor: Primary Screen for Agonists; TRHR cells, calcium flux fluo-8, FDSS agonist mode; Thyrotropin-releasing hormone receptor (Homo sapiens), P34981; activation, % at 2 µM; actives 0.18% (n = 360,000); in the data active = activation above about 30%; also: 0% is about no effect
Target sequence (P34981 whole entry, looked up): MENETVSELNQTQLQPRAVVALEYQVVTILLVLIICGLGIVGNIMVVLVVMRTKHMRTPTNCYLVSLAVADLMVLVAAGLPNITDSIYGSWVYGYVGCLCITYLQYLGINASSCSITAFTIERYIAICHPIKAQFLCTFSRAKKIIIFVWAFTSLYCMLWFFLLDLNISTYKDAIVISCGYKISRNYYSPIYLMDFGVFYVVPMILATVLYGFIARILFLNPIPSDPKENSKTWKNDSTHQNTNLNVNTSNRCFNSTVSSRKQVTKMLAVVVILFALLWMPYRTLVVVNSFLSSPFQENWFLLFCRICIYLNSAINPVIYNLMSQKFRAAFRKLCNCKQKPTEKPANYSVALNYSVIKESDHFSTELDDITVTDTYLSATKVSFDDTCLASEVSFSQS
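Agonist-mode FDSS calcium read (Ex 480/Em 530, 1 s cycles) in 1536-well TRHR cells with fluo-8 dye, after 10-cycle baseline and 23 nL compound addition; TRH at EC20 (10 nM final) added afterwards for the enhancer phase.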
Apoferritin bind: qHTS Assay for Identification of Novel General Anesthetics. Ferritin light chain (Equus caballus), P02791. apoferritin/1-aminoanthracene competitive binding, fluorescence. Potency, µM (top dose mostly 77.5 µM), for inactives: at the highest dose activity change, negative = displacement, most hits filed as inhibitors. actives 0.074% (n = 350,000); also: potency is read from the fitted curve at half-maximal effect; % is scaled to controls: 0 for no effect and ±100 for the full control effect; nearly all actives have a fitted effect of over 20% in size
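Apoferritin-based anesthetic binding model; compound displacement of fluorescent 1-AMA measured as endpoint fluorescence after 10 minutes at room temperature, scaled to free-ligand and complex controls.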
BLM inh: qHTS Assay for Inhibitors of Bloom's syndrome helicase (BLM) | RecQ-like DNA helicase BLM (Homo sapiens), P54132 | recombinant BLM DNA unwinding, fluorescence dequenching | Potency, µM (series often up to 56.1 µM), inactives show at the top dose activity change, negative = inhibition, actives largely listed as inhibitors | actives 0.2% (n = 350,000) | AID 2528, 2010;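 also: potency is read from the fitted curve at half-maximal effect; plate controls were vehicle for no effect and no enzyme for full effect; nearly all actives have a fitted effect of over 35% in size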
Pol iota inh: qHTS for Inhibitors of Polymerase Iota; Pol iota fluorescent replication assay, 10 min; Potency, µM (titrated, usually from 115 µM), for inactives: top-dose activity, negative = inhibition, usual class: inhibitors; DNA polymerase iota (Homo sapiens), Q9UNA4; AID 588590, 2011; actives 1% (n = 390,000); also: potency is read from the fitted curve at half-maximal effect
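Fluorescent replication assay read twice, at 0 min and 10 min after adding 50 nM (final) substrate. Enzyme (10 nM) and compounds were first incubated 15 min at room temperature; enzyme-free buffer wells were negative controls.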
12-LOX inh: Primary qHTS assay for inhibitors of human arachidonate 12S-lipoxygenase (ALOX12): Round 2; Polyunsaturated fatty acid lipoxygenase ALOX12 (Homo sapiens), P18054; purified 12hLO, xylenol orange hydroperoxide absorbance; Potency, µM (titrated, usually from 108 µM), inactives show at the top dose activity change, negative = inhibition, hits mostly inhibitors; actives 1.1% (n = 580,000); AID 1671190, 2021; also: potency is read from the fitted curve at half-maximal effect; % is scaled to controls: 0 for no effect and ±100 for the full control effect
Target sequence (P18054 whole entry, looked up): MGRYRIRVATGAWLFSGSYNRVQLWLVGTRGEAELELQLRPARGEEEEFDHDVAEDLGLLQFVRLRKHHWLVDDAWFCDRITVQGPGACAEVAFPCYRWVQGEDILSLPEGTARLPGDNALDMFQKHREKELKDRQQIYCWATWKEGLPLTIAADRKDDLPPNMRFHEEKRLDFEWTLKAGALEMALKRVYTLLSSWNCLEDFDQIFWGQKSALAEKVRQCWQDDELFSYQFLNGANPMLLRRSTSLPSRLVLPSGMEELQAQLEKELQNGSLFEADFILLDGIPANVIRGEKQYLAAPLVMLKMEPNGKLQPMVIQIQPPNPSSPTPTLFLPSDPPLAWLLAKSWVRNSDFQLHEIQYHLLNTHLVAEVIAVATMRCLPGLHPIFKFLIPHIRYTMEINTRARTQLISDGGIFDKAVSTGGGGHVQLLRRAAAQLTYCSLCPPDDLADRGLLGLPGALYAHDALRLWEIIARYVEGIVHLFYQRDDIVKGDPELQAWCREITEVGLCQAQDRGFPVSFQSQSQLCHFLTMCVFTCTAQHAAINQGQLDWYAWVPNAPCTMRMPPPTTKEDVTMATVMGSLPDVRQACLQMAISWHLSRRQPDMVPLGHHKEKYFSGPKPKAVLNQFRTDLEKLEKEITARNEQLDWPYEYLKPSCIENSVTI
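Hydroperoxide product was detected by ferrous iron/xylenol orange as the 573 to 405 nm absorbance ratio. Arachidonic acid at 40 uM (final) was turned over for 30 min at room temperature by 150 nM human 12hLO, pH 7.0 Hepes buffer, after 15 min compound preincubation.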
ERG-DNA inh: qHTS for Small Molecule Inhibitors of the ERG Ets/DNA interaction; Transcriptional regulator ERG (Homo sapiens), P11308; fluorescence polarization, His-ERG Ets domain / labelled DNA; Potency, µM (highest dose often 76.9 µM), inactives show at the top dose FP activity, negative = inhibition, hits mostly inhibitors; actives 0.028% (n = 370,000); active = well fitted inhibition curve with a large enough effect in the polarisation, with a control signal flat; inconclusive = small, poorly fitted or top-dose-only effect, or effect the other way, or a change in a side signal; inactive = no such curve, though single readings can be large or run the other way; the % refers to the polarisation;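 also: polarization taken with two DNA probes labelled with fluorescein and Texas red; potency is read from the fitted curve at half-maximal effect; % of control where 0% means no effect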
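His-tagged ERG Ets domain (1 uM in the protein solution; 300mM KCl, 50mM Tris-HCl, 1mM EDTA, 1mM DTT, pH 7.5) received compound, then a probe mix of 5 nM fluorescein-DNA and 100nM Texas-615-DNA. Fluorescence polarization was read for both dyes.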
APE1 inh: qHTS Assay for Inhibitors of the Human Apurinic/apyrimidinic Endonuclease 1 (APE1); DNA repair nuclease/redox regulator APEX1 (Homo sapiens), P27695; recombinant APE1, TAMRA/BHQ-2 abasic DNA cleavage fluorescence; Potency, µM (doses to about 65.8 µM), for inactives: at the highest dose activity change, negative = inhibition, usual class: inhibitors; actives 0.35% (n = 350,000);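 also: potency is read from the fitted curve at half-maximal effect; plate controls were vehicle for no effect and reference inhibitor for full effect; nearly all actives have a fitted effect of over 55% in size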
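Activity was derived from the fluorescence gain between first and third kinetic reads (60 s intervals, ex 525/em 598 nm) after 50 nM THF-abasic TAMRA/BHQ-2 duplex was added to 0.75 nM APE1 preincubated 15 min with compound.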
Pol beta inh: qHTS Assay for Inhibitors of DNA Polymerase Beta | Potency, µM (series often up to 114 µM), without a hit: at the top dose activity change, negative = inhibition, actives largely listed as inhibitors | Pol beta primer extension/strand displacement, fluorescence kinetic | actives 1.3% (n = 340,000) | AID 485314, 2010 | P06746; also: potency is read from the fitted curve at half-maximal effect; % is scaled to controls: 0 for no effect and ±100 for the full control effect
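Pol beta (10 nM) and compounds were preincubated 15 min at room temperature, then 50 nM substrate (final) started primer extension/strand displacement. Reads were taken at 0 and 10 min; concentration-response data were fitted to a four-parameter Hill equation.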
Pol kappa inh: qHTS for Inhibitors of Polymerase Kappa; actives 0.53% (n = 400,000); DNA polymerase kappa (Homo sapiens), Q9UBT6; Potency, µM (series often up to 107 µM), without a hit: at the top dose activity, negative = inhibition, usual class: inhibitors; purified Pol kappa, fluorescent DNA synthesis assay, 10 min; also: potency is read from the fitted curve at half-maximal effect; % is scaled to controls: 0 for no effect and ±100 for the full control effect
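10 nM Pol kappa was preincubated with compounds for 15 min at room temperature. Reaction started with 50 nM (final) substrate. Fluorescence read kinetically at 0 and 10 min.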
The depositor's hits bear a star; ? = inconclusive; . = no result given; [ ] = remark or other dose. Unless noted, calls follow the shape of the dose curve; as a rule, active = well fitted curve in the direction sought with a large enough effect; inconclusive = small, poorly fitted or top-dose-only effect, or another doubt; inactive = no such curve, though single readings can be large; an effect the other way counts as inactive or inconclusive.

SMILES	TRHR ag	Apoferritin bind	BLM inh	Pol iota inh	12-LOX inh	ERG-DNA inh	APE1 inh	Pol beta inh	Pol kappa inh
CC(C)NC(=O)CSc1nc2ccccc2c(=O)n1CCCOC(C)C	0.0	-19%	-1%	20%	5%	.	1%	27%	-9%
O=C(CSc1nnc(CNC(=O)c2ccco2)o1)Nc1ccc(OC(F)(F)F)cc1	-0.2	-12%	0%	24%	-2%	9%	13%	-30%	9%
C=CCc1cccc2cc(C(=O)NC(C)(C)C)c(=O)oc12	-1.0	-5%	-3%	8%	-17%	0%	0%	-16%	-2%
CCCCS(=O)(=O)NC1=NCN(CCOC(=O)c2ccccc2)CN1	.	.	.	8%	-3%	-3%	.	.	-10%
Cc1ccc(S(=O)(=O)NCCC(c2ccc(F)cc2)c2ccco2)cc1 (centres undefined)	-0.3	1%	-13%	10%	-23%	1%	-4%	7%	-22%
Cc1ccc(CSc2c(C)cnc3c2c(=O)n(C)c(=O)n3C)cc1	-0.3	-12%	1%	13%	3%	-1%	.	25%	-2%[60.1 µM]
COc1ccc(CNC(=O)c2ccc3c(c2)N(Cc2ccccc2)C(=O)c2ccccc2S3(=O)=O)cc1	0.7	-12%	-7%	34%[activator]	0%	-6%	.	2%	-15%
CCOc1ccc(C2N(c3ccc(Cl)cc3)C(=O)C3CCCN32)cc1OC (centres undefined)	0.9	-15%	1%	-28%	453%[activator]	20%	10%	15%	9%
CCOC(=O)C1=C(C)N(CCCC(=O)O)C(=O)NC1c1cccc(OC)c1 (centres undefined)	.	.	.	26%	-6%	5%	.	.	5%
Cc1ccc(C(=O)CC2(O)C(=O)N(CN3CCOCC3)c3ccccc32)cc1 (centres undefined)	-0.1	-6%	6%	16%	2%	15%	-6%	1%	-1%
CCOC(=O)c1c(S(=O)(=O)N2CCCC(C(=O)Nc3ccc(C)cc3C)C2)c(C)n(CC)c1C (centres undefined)	-0.8	-6%	-4%	3%	-14%	-10%	.	-13%	-6%[60.1 µM]
CC(C)(C)N1C(=O)Cc2c1nc(N)c1c(N)nc(N3CCCCC3CO)c(C#N)c21 (centres undefined)	-0.2	-3%	?	20µM*	.	12%	0%	0%	-10%
CCCCOc1cccc(-c2nnc(NC(=O)CSc3ccc(C)cc3)s2)c1	0.3	-2%	0%	6%	-15%	-5%	1%	8%	-5%
CCc1cc(=O)oc2cc(C)cc(OCC(=O)NC(Cc3ccc(Cl)cc3)C(=O)O)c12 (centres undefined)	-0.3	-6%	3%	-11%	-17%	0%	15%	28%	-1%
CC(=O)c1ccc(Nc2ccc(-c3ccccc3C)nn2)cc1	0.3	-16%	-5%	-15%	?	5%	16%	10%	-18%
Cc1ccccc1-c1cc(C(=O)NCc2ccc3c(c2)OCO3)n(CC2CC(c3cccnc3)=NO2)n1 (centres undefined)	-0.9	.	.	?	-12%	-1%	-17%	.	-10%
Cc1cccc(NC(=O)CN2CCC(C(=O)c3ccc4c(c3)OCCO4)CC2)c1	2.3	-13%	-2%	23%	8%	1%	47%[activator]	-1%	-3%
O=C(NC1CCCCC1)N1CCC(n2cnc3ccccc32)CC1	1.2	-20%	-3%	?	-17%	0%	?	14%	-5%
COCCNC(=O)c1cccc(-n2c(C)nc3cccnc32)c1	0.2	7%	-1%	55%[activator]	-29%	0%	.	16%	2%
O=C1CC2(CCN(C(=O)c3ccc(F)c(F)c3)CC2)Oc2ccccc21	0.3	.	.	14%	8%	9%	42%	.	12%
Fc1ccc(CNC(=S)Nc2ccc(Cl)cc2)cc1	0.8	-13%	-6%	-3%	?	0%	-5%	18%	-8%
CC(C)CCNC(=O)Nc1ccc2c(c1)N(Cc1ccccc1)C(=O)c1ccccc1S2	1.3	-6%	-13%	15%	-27%	2%	.	1%	-11%
C/C(=C\C(=O)c1ccc(Br)cc1)N1CCCCC1	0.5	-17%	-8%	-23%	-29%	.	?	-13%	-10%
O=C(Cn1cc(S(=O)(=O)Cc2cccc(Cl)c2)c2ccccc21)NCCc1ccccc1	0.6	-11%	0%	35%[activator]	-26%	-8%	.	7%	-3%

Some of these compounds in order of their number in TRHR ag, descending:
SMILES	TRHR ag	Apoferritin bind	BLM inh	Pol iota inh	12-LOX inh	ERG-DNA inh	APE1 inh	Pol beta inh	Pol kappa inh
Cc1cccc(NC(=O)CN2CCC(C(=O)c3ccc4c(c3)OCCO4)CC2)c1	2.3	-13%	-2%	23%	8%	1%	47%[activator]	-1%	-3%
COCCNC(=O)c1cccc(-n2c(C)nc3cccnc32)c1	0.2	7%	-1%	55%[activator]	-29%	0%	.	16%	2%
Cc1ccccc1-c1cc(C(=O)NCc2ccc3c(c2)OCO3)n(CC2CC(c3cccnc3)=NO2)n1 (centres undefined)	-0.9	.	.	?	-12%	-1%	-17%	.	-10%

The results go on.
SMILES	TRHR ag	Apoferritin bind	BLM inh	Pol iota inh	12-LOX inh	ERG-DNA inh	APE1 inh	Pol beta inh	Pol kappa inh
COc1ccc(Oc2nc3c(C)cccn3c(=O)c2/C=C(\C#N)c2nc3ccccc3[nH]2)cc1	0.4	2%	1%	?	-9%	-3%	.	-2%	-12%
O=C(NNC(=O)c1cc(Cl)ccc1O)c1cccs1	-0.9	-10%	1%	-3%	18%	2%	-20%	2%	-2%
COc1ccc(NC(=O)c2csnn2)cc1Cl	0.0	-12%	-2%	23%	?	-4%	.	-6%	1%
O=C(CN1CCN(S(=O)(=O)c2ccc(Cl)cc2)CC1)NC1CC1	1.2	-6%	-8%	13%	-29%	10%	0%	-19%	1%
COc1ccc(NC(=O)c2oc3ccccc3c2NC(=O)C23CC4CC(CC(C4)C2)C3)c(OC)c1	-0.1	-8%	-10%	16%	-22%	5%	.	0%	-4%
Cc1csc(NC(=O)[C@@H](NC(=O)c2ccccc2)C(C)C)n1	-0.1	2%	4%	9%	-4%	-1%	-2%	-20%	-11%
O=C(Oc1ccccc1)N1CCOCC1	0.9	-5%	-1%	179%[activator]	12%	2%	-3%	1%	2%
CCOc1ccc2[nH]c(=O)c(CN(CC3COCCO3)C(=O)c3ccco3)cc2c1 (centres undefined)	0.2	5%	0%	40%[activator]	-37%	-5%	-1%	28%	-8%
CCOc1ccc(NC(=O)c2sc3nc4c(cc3c2N)CN(Cc2ccccc2)CC4)cc1	0.3	0%	-7%	50%[activator]	-1%	?	.	23%	-2%
COc1ccc(C2=C(C)C(N3CCC(C(=O)Nc4ccc(F)cc4C)CC3)=NS2(=O)=O)cc1	0.5	?	-8%	?	?	7%	.	?	-8%
Cc1ccc(NC(=O)c2nc[nH]c2C(=O)NCCN(CCNC(=O)c2[nH]cnc2C(=O)Nc2ccc(C)cc2)CCNC(=O)c2[nH]cnc2C(=O)Nc2ccc(C)cc2)cc1	.	.	.	?	?	10%	-6%	.	-16%
Cn1ncc(C(=O)N2CCN(c3ccccc3F)CC2)c1C1CCN(C(=O)OC(C)(C)C)CC1	-0.5	0%	2%	51%[activator]	0%	1%	.	1%	-20%
O=C(CSc1ncn[nH]1)Nc1ccc(Cl)c(S(=O)(=O)N2CCOCC2)c1	0.4	-5%	3%	-10%	-17%	6%	-3%	23%	-3%
CCc1ccc(OCC(=O)NC(=S)Nc2ccc(Br)c(C)n2)cc1	0.1	-4%	-3%	-9%	-16%	-2%	1%	11%	-6%
C=CCNC(=O)c1cc(C(=O)C(C)c2ncc(C(F)(F)F)cc2Cl)c[nH]1 (centres undefined)	-0.7	-6%	4%	43%[activator]	-6%	11%	-4%	11%	-4%
CCN(CC(=O)Nc1ccc2c(c1)OCCO2)C(=O)c1ccccc1Br	.	.	.	22%	7%	0%	13%	.	10%
Cc1nc(C)c(CCNS(=O)(=O)c2ccc(C)c(C)c2)s1	0.0	?	-1%	37%[activator]	-15%	2%	.	1%	0%[60.1 µM]
Cc1cccc(NC(=O)COC(=O)c2nn(C)c(=O)c3ccccc23)c1C	.	.	.	38%[activator]	?	-15%	-3%	.	-4%
COC(=O)c1cccc(NC(=O)CSc2nnc(C3CC3)n2C)c1	-0.6	1%	0%	111%[activator]	-4%	4%	-4%	45%	-19%
COc1ccc(C(=O)NCCSCc2ccco2)cc1OC	0.2	-23%	1%	23%	-4%[57.4 µM]	-9%	-3%	0%	-8%
COCCNC(=O)c1c(N)n(CCC2=CCCCC2)c2nc3ccccc3nc12	1.1	366%[activator]	-11%	94%[activator]	-36%	15%	-4%	4%	-10%
CC(=O)c1ccc(OCCCC(=O)N2CCN(S(=O)(=O)c3cccs3)CC2)cc1	0.1	?	2%	5%	0%	2%	0%	4%	-16%
CCOC(=O)c1oc2cc(C)cc(C)c2c1C	0.1	-2%	-5%	-2%	483%[activator]	0%	0%	1%	-1%
CC(=O)c1cc(F)c(N2CCN(c3ccc([N+](=O)[O-])cc3F)CC2)cc1C	0.2	-16%	-3%	6%	-5%	5%	10%	5%	-5%
O=C(CCS(=O)(=O)c1ccccc1)Nc1ccc(S(=O)(=O)Nc2nccs2)cc1	.	.	.	44%[activator]	-4%	1%	-9%	.	-8%

An excerpt; the hit share may differ from the screen's.
